# EphA4 KYL inhibition = EphA4 ligand-binding antagonists – biochemical, colorimetric, mouse EphA4, primary screen (AID 689); EphA4-AP binding to KYL peptide, pNPP A405; higher % means a stronger effect; inhibition, % at 10 µM; hits with a dose series show IC50 in µM; 0.1% of 62,000 active; in the data active = a potency from the dose series; inactive = the rest, 99 in 100 with inhibition below about 22%
# Numbers without * were called inactive. The list is partial; the hit share may differ from the screen's.
SMILES,EphA4 KYL inhibition
CCC(C)c1ccc(NS(=O)(=O)c2ccc(NC(C)=O)cc2)cc1 (centres undefined),8.9%
COc1ccc(C(=O)NC(C(=O)NCc2ccccn2)C(C)C)cc1 (centres undefined),-7.9%
O=C(COc1ccc(Cl)cc1)N(Cc1ccccc1)c1ccccn1,-5.2%
CCCCCCSc1nc(O)c(C2OC(=O)c3c2ccc(OC)c3OC)c(=O)n1-c1ccccc1 (centres undefined),17.4%
C=CCc1cccc2cc(C(=O)NCCc3ccccc3)c(=O)oc12,-4.9%
N#Cc1cnn2c1nc(N1CCOCC1)c1ccccc12,-8.4%
O=C1CCCCC(=O)N(c2ccccc2)c2ccccc21,-11.7%
O=C(Nc1ccc(F)c([N+](=O)[O-])c1)c1ccc(-c2ccc(Cl)cc2Cl)o1,4.8%
COC(=O)c1ccc(C(=O)OC)c(NC(=S)N2CCN(c3ccccc3)CC2)c1,-6.3%
COc1ccccc1N1CCN(C(c2ccc(F)cc2)c2nnnn2C(C)C)CC1 (centres undefined),-6.1%
COc1ccc(C2C=C(Nc3ccc(C)cc3)C(=O)N2c2ccc(C)cc2)cc1OC (centres undefined),3.6%
O=C(CSc1ncn[nH]1)Nc1nnc(-c2ccccc2)s1,4.4%
COC(=O)c1cc(C#N)c(NCc2ccc(Cl)cc2Cl)nc1C,-20.8%
Cc1ccc(-n2nc3c(c2NC(=O)C(C)(C)C)CSC3)c(C)c1,-12.7%
O=C(CCCOc1ccc(Cl)cc1Cl)N1CCN(c2ccccn2)CC1,-4.1%
N#Cc1c(N)n(CCc2ccc(F)cc2)c2nc3ccccc3nc12,-2.3%
CCCCOC(=O)c1ccc(NC(=O)C(=O)NCC2CCCO2)cc1 (centres undefined),1.4%
CCOCCCNC(=O)C1CCC(CNS(=O)(=O)c2ccc(Cl)cc2)CC1 (centres undefined),-6.6%
COc1cccc(-c2nc(NC(C)C)c3ccccc3n2)c1O,-9.2%
CC12CCC(C(=O)N(NC(=O)c3ccc(O)cc3)C1=O)C2(C)C (centres undefined),-0.1%
O=C(NCCNS(=O)(=O)c1ccccc1Cl)c1cc(OCC(F)(F)F)ccc1OCC(F)(F)F,-6.2%
COC(=O)c1ccc(-c2ccc(C(=O)N3CCCN(C)CC3)cc2)cc1,-7.4%
O=C(Cn1cccc1C(=O)c1ccccc1)NCc1cccnc1,-9.3%
Cc1nnc(C)n1/N=C/c1ccc(Cl)c([N+](=O)[O-])c1,-0.8%
CC1CCCC(C)N1C(=O)Cn1c(=O)sc2ccccc21 (centres undefined),-4.1%
O=Cc1cn(-c2ccccc2)nc1-c1cccc([N+](=O)[O-])c1,-4.9%
O=C(c1ccccc1)c1cc2ccc(O)cc2oc1=O,4.7%
O=C(CSc1nnc(-c2cccnc2)n1Cc1ccccc1)NCc1ccco1,5.5%
COc1ccc2c(C)cc(=O)oc2c1C,7.8%
CCOC(=O)C1=C(C)N(c2ccc(C)cc2)C(=O)/C1=C\c1cccs1,-3.2%
COC(=O)C1=C(C)N=c2s/c(=C/c3ccccc3OC(C)=O)c(=O)n2C1c1ccc(OC(C)=O)cc1 (centres undefined),-0.6%
O=C(c1ccc(N2CCCC2=O)cc1)N1CCN(c2ccccc2)CC1,-7.8%
CCCCn1c(=O)[nH]c(=O)c2c1nc(COC(=O)c1c(C)noc1C)n2CCC,-0.9%
COC(=O)c1ccc2c(c1)NC(=O)C(N1CCCC1)S2 (centres undefined),-11.4%
CCOc1ccc(OCC)c(NC(=O)CSCC(=O)O)c1,-3.9%
O=C(CN1C(=O)c2ccccc2C1=O)Nc1ccccc1F,-13.3%
Cc1cccc2cc(C(c3nnnn3CC3CCCO3)N3CCCc4ccccc43)c(=O)[nH]c12 (centres undefined),-6.7%
Cc1cccc2cc(COC(=O)c3cccnc3)c(=O)[nH]c12,-6.2%
COCCN(C(=O)CCC(=O)Nc1cccnc1)C(C(=O)NC1CCCCC1)c1ccccc1 (centres undefined),-3.5%
CCN1CCN(CCCNC(=O)C(NC(=O)C2CCC(C)CC2)C(C)C)CC1 (centres undefined),0.4%
COc1ccc(CNC(=O)/C=C/c2cc3c(cc2Br)OCO3)cc1,-0.4%
Cc1ccc(NS(=O)(=O)c2ccc(C)c([N+](=O)[O-])c2)cc1,0.1%
CN1CCN(/C(=N\O)c2nonc2N)CC1,2.5%
CCCN(CCC)CCNC(=O)C1CCCN(S(=O)(=O)c2ccc3c(c2)oc(=O)n3C)C1 (centres undefined),-7.0%
COC(=O)C1=C(C)NC2=C(C(=O)c3ccccc32)C1c1ccc(-c2ccc(C(=O)O)cc2)o1 (centres undefined),9.2%
CCNC(=O)CC1SC(=Nc2ccc(C)cc2)N(CC)C1=O (centres undefined),-6.8%
Cc1ccc(C(=O)Nc2cc(-c3cccc(C)c3)[nH]n2)cc1,3.1%
Cc1cccc(Cl)c1NC(=O)C1CC(=O)N(c2ccc(Br)cc2)C1 (centres undefined),20.8%
CCCSc1nnc(Nc2ccccc2C)s1,0.9%
CC(=O)Nc1cc(C(=O)N2CCN(C)CC2)ccc1S(=O)(=O)c1ccc(C)cc1,-8.2%
O=C(CN1CCN(c2ccccc2F)CC1)c1c[nH]c2ccccc12,-5.5%
Cc1cc(C)nc(N2CCN(c3ncnc4c3cnn4Cc3ccc(Cl)cc3Cl)CC2)n1,-10.5%
CC(C)n1nnnc1C(c1ccc(F)cc1)N1CCN(C2CCCC2)CC1 (centres undefined),-12.0%
CCOc1ccc(CSC(CC(=O)O)C(=O)O)cc1 (centres undefined),-4.1%
CCOC(=O)c1ccc(Nc2nc(-c3cccnc3)nc3ccccc23)cc1,-15.7%
Cc1sc2ncn(CC(=O)NCC(=O)N(C)C3CCCCC3)c(=O)c2c1C,-1.6%
COc1cccc(-c2nc(N3CCCCC3C)c3ccccc3n2)c1O (centres undefined),16.7%
Cn1nnc(NC(=O)C(c2ccccc2)c2ccccc2)n1,0.3%
CCOC(=O)C1=C(C)NC(SCC(=O)Nc2nc(C)cs2)=C(C#N)C1c1cccs1 (centres undefined),8.0%
CCCCNC(=O)c1cc2nc3c(c(C(F)(F)F)n2n1)CCc1ccccc1-3,-31.2%

# Compounds listed so far that contain an aryl methoxy group (8):
SMILES,EphA4 KYL inhibition
COc1ccc(C(=O)NC(C(=O)NCc2ccccn2)C(C)C)cc1 (centres undefined),-7.9%
CCCCCCSc1nc(O)c(C2OC(=O)c3c2ccc(OC)c3OC)c(=O)n1-c1ccccc1 (centres undefined),17.4%
COc1ccccc1N1CCN(C(c2ccc(F)cc2)c2nnnn2C(C)C)CC1 (centres undefined),-6.1%
COc1ccc(C2C=C(Nc3ccc(C)cc3)C(=O)N2c2ccc(C)cc2)cc1OC (centres undefined),3.6%
COc1cccc(-c2nc(NC(C)C)c3ccccc3n2)c1O,-9.2%
COc1ccc2c(C)cc(=O)oc2c1C,7.8%
COc1ccc(CNC(=O)/C=C/c2cc3c(cc2Br)OCO3)cc1,-0.4%
COc1cccc(-c2nc(N3CCCCC3C)c3ccccc3n2)c1O (centres undefined),16.7%

# Additional structures follow.
SMILES,EphA4 KYL inhibition
Cc1cccc(-c2nsc(SCC(=O)NCc3ccco3)n2)c1,-12.3%
CCOc1ccc2[nH]c(=O)c(CN(Cc3ccco3)C(CC)c3nnnn3Cc3ccccc3)cc2c1 (centres undefined),-6.6%
Cc1ccc(C(=O)Oc2oc(-c3ccco3)nc2C=Nc2ccccc2)cc1,-4.5%
Cc1ccc2[nH]c(-c3ccccc3)c(CN(C)C)c(=O)c2c1,12.0%
Cc1ccccc1C(=O)N1CCC(C(=O)Nc2cccc(F)c2)CC1,3.4%
O=C(CCCN1C(=O)c2ccccc2C1=O)OC1CSCC1NC(=O)c1ccccc1 (centres undefined),-12.7%
O=C(/C=C/c1ccccc1)Nc1ccc(Cl)cc1Cl,-6.9%
O=C(Cc1ccccc1[N+](=O)[O-])NCCSCc1c(F)cccc1Cl,-14.8%
O=C1CC(c2cccc(Br)c2)C2=C(CCCC2=O)N1 (centres undefined),39.4%
COc1ccc(OC)c(-c2cc(C(=O)N3CCc4ccccc4C3)no2)c1,-1.8%
Cc1[nH]nc2c1C(c1cn[nH]c1-c1ccc(F)cc1)C(C#N)=C(N)O2 (centres undefined),-9.4%
CCOC(=O)N1CCN(CC(=O)n2c(C)c(C)c3ccccc32)CC1,1.7%
Cc1ccc(C)c(CSc2nnc(-c3cccs3)n2Cc2ccco2)c1,-16.9%
CN1C(=O)c2ccccc2Sc2ccc(NC(=O)N3CCCC3)cc21,-11.4%
CCOC(=O)C1CCCN(C(=O)CCCOc2cc(=O)n(C)c3ccccc23)C1 (centres undefined),1.9%
O=C(COc1cccc(Cl)c1)Nc1ccc(N2CCOCC2)cc1,3.3%
CC(C)CN(C#N)c1nc(N2CCOCC2)nc(N2CCOCC2)n1,-5.2%
Cc1ccc(S(=O)(=O)Nc2cccc3cccnc23)cc1,-2.9%
O=C(Cc1cn2ccsc2n1)NCc1ccccc1,7.2%
Cc1cc(/C=N/n2cnnc2)c(C)n1-c1cccc(C(=O)O)c1,12.7%
O=C(CSc1nnc(-c2cnccn2)n1Cc1ccco1)c1ccc(Cl)c(Cl)c1,11.1%
CCc1ccc(C(=O)Cn2ncc(Cl)c(Cl)c2=O)cc1,-4.7%
Cc1cccc(C)c1NC(=O)C1CCCNC1 (centres undefined),-6.1%
CCn1c(=O)c(C(=O)Nc2cnccn2)c(O)c2ccccc21,10.5%
COC(=O)c1cccc(C(=O)Nc2cnc3ccccc3c2)n1,-10.3%
CC(=O)n1cc(C2C(=O)CCCC2=O)c2ccccc21,-5.3%
COc1ccc(NC(=O)c2ccccc2NC(=O)NC2CCCCC2)cc1,-3.5%
COc1cccc(-n2nc(-c3ccnn3-c3ccc(F)cc3)c(=O)n(C)c2=O)c1,-4.5%
CC1(C)SC(=S)N(NC(=O)Nc2ccccc2)C1N(O)C(=O)Nc1ccccc1 (centres undefined),-15.6%
O=C(NCCc1ccccc1)/C(=C\c1ccc([N+](=O)[O-])cc1)NC(=O)c1ccccc1,9.5%
COc1nc(NC(C)=O)nc(C)c1Br,-9.2%
CCCCc1n[nH]c2c1/C(=N/O)CC(c1ccccc1)C2 (centres undefined),-3.3%
CC(=O)C1C(c2ccc(OC(F)F)cc2)NC(=O)NC1(O)C(F)(F)F (centres undefined),-9.9%
Cc1ccc(C(=O)NNC(=O)c2cc(OCC(F)(F)F)ccc2OCC(F)(F)F)cc1,-1.4%
Cn1c(=O)c2cc(S(=O)(=O)NC(C(=O)NC3CCCCC3)c3ccccc3)ccc2n(C)c1=O (centres undefined),-39.8%
COc1cc(OC)cc(C(=O)N2CCN(c3ncccn3)CC2)c1,-7.7%
O=c1nc(SCc2ccccc2Cl)sc2ccccc12,-3.6%
CCOC(=O)c1ccc(NC(=O)c2cc(Cl)ccc2Cl)cc1,-1.6%
COC(OC)c1cn(-c2ccccc2)nc1-c1ccccc1,8.6%
O=C(CNC(=O)c1cccs1)NCC(=O)OCc1c(Cl)cccc1Cl,-7.0%

# Reprinted at random: 2 entries already listed, in no set order.
SMILES,EphA4 KYL inhibition
O=C(NCCc1ccccc1)/C(=C\c1ccc([N+](=O)[O-])cc1)NC(=O)c1ccccc1,9.5%
CCn1c(=O)c(C(=O)Nc2cnccn2)c(O)c2ccccc21,10.5%

# Further structures
SMILES,EphA4 KYL inhibition
Cc1ccccc1C(=O)/C=C1\NC(=O)CS1,9.7%
O=[N+]([O-])c1cc(Cl)ccc1N1CCN(CCO)CC1,-4.4%
CN1C(=O)C(=Cc2ccc(N(C)C)c(Br)c2)C(=O)N(C)C1=O,-0.8%
C=CCSc1nnc(-c2c[nH]c3ccccc23)n1CC,3.0%
COc1ccc(O)c(-c2[nH]ncc2C(=O)c2ccccc2C)c1,4.2%
O=C1NC(=O)N(c2ccc(Br)cc2)C(=O)/C1=C/c1cccc(O)c1,-6.7%
Cc1cccc(Cc2c(C)nc3c(C(=O)NCc4ccco4)cnn3c2C)c1,12.8%
Cc1cccc(-c2cc(NC(=O)c3ccccc3[N+](=O)[O-])n[nH]2)c1,10.5%
Fc1ccc(-c2nnc(-c3ccc(Cl)cc3)o2)cc1,-2.9%
Cc1nn(Cc2ccccc2)c(Cl)c1C(=O)OC1CCOC1=O (centres undefined),-9.4%
Cc1ccc(CSc2nc3c(c(SCC(=O)O)n2)CCCC3)cc1,-14.1%
N#Cc1nc(N2CCCC2)nc(N2CCCC2)n1,-3.9%
FC(F)(F)c1nnc2c(Sc3ccccc3)nc3ccc(Cl)cc3n12,-1.3%
N#CCSc1nnc(CNc2cccc(Cl)c2)o1,-13.6%
Cn1c(CN2CCN(CC#N)CC2)c(C#N)c2ccccc21,0.6%
Cc1cc(Nc2ccccc2)nc(N)n1,-8.4%
O=c1cc(CN2CCc3ccccc32)nc2sccn12,-7.4%
N#CCCn1cc(/C=N/O)c(-c2ccc(F)cc2)n1,-9.2%
Cc1nn2c(c1-c1ccc(Cl)cc1)N=C(c1ccco1)CC2c1ccccc1 (centres undefined),10.8%
Cc1ccc2[nH]c(=O)c(C(c3nnnn3C3CCCC3)N(Cc3cccnc3)Cc3ccco3)cc2c1 (centres undefined),-2.6%
Cc1occc1-c1nnc(SCC(=O)Nc2ccccc2)n1Cc1ccccc1,-2.0%
CN(C)CCNc1oc(-c2cccc(Cl)c2)nc1C#N,0.1%
Cc1ccc(N2NC(=O)/C(=C/c3ccc4c(c3)OCO4)C2=O)cc1Cl,-14.6%
O=C(NCCc1ccccc1)c1ccc(OCCOc2ccccc2)cc1,-5.2%
c1ccc(-c2n[nH]c(C3COc4ccccc4O3)c2-c2nc3ccccc3[nH]2)cc1 (centres undefined),4.0%
CC1(C)CC(NC(=O)c2coc(=O)c(Br)c2)CC(C)(C)N1,-9.8%
C/C(=N/NC(=O)c1cc(Cl)ccc1O)C12CC3CC(CC(C3)C1)C2,-15.3%
Clc1ccc(CSc2nnc(-c3cccnc3)o2)cc1,-12.0%
CCCS(=O)(=O)N1CCCC(C(=O)NCCN2CCOCC2)C1 (centres undefined),-9.2%
Cc1ccc(OCC(=O)Nc2ccc3c(c2)nc2n3CCOC2)cc1,-31.0%

# Five of the entries above in order of the EphA4 KYL inhibition value, ascending:
SMILES,EphA4 KYL inhibition
Cc1ccc(N2NC(=O)/C(=C/c3ccc4c(c3)OCO4)C2=O)cc1Cl,-14.6%
CC1(C)CC(NC(=O)c2coc(=O)c(Br)c2)CC(C)(C)N1,-9.8%
CCCS(=O)(=O)N1CCCC(C(=O)NCCN2CCOCC2)C1 (centres undefined),-9.2%
O=C(NCCc1ccccc1)c1ccc(OCCOc2ccccc2)cc1,-5.2%
Cc1occc1-c1nnc(SCC(=O)Nc2ccccc2)n1Cc1ccccc1,-2.0%
